S3 lipid droplet: qHTS Assay for Lipid Storage Modulators in Drosophila S3 Cells. Drosophila S3 cells, BODIPY lipid droplet fluorescence, 18-24 h; cells fed with added oleic acid. actives 0.64% (n = 320,000). Potency in µM for hits, for the others lipid storage change, negative = inhibition, % at the top dose, mostly 46.1 µM; active = well fitted inhibition curve with a large enough effect in the signal ratio, with a control signal flat, not every such curve was filed as active; inconclusive = small, poorly fitted or top-dose-only effect, or effect the other way, or a change in a side signal; the % refers to the signal ratio
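Drosophila S3 cells got compounds at several concentrations plus oleic acid (400 uM solution). Laser-scanning cytometry with 488 nm excitation read lipid droplets at 500-530 nm and cells at 575-640 nm. Percent activity was relative to 20 uM Triacsin C.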
S3 lipid droplet cell count max: recorded beside S3 lipid droplet, whose call it bears; cell number change, %; measured here: cell count max response;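 cells counted by Cell Tracker Red CMTPX staining in the red channel; peak over a dose series mostly up to 46.1 µM; percent activity relative to internal control wells on each plate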
The depositor's hits bear a star; i = inactive; ? = inconclusive; · = not tested or not shown. % is set by controls: 0 for no effect and ±100 for the full control effect; potency is the fitted concentration of half-maximal effect. Some of the compounds tested, so the mix of outcomes need not match the whole.

Preview:
SMILES	S3 lipid droplet	S3 lipid droplet cell count max
CC1CCCC(NC(=O)C2CCC(CNc3c(N4CCCC4)c(=O)c3=O)CC2)C1C (stereo not given)	-5.1%	·
Cc1coc2c1c(C)cc1oc(=O)c(CC(=O)NCCCCCC(=O)O)c(C)c12	?	·

This part in full, previewed entries included:
SMILES	S3 lipid droplet	S3 lipid droplet cell count max
CC1CCCC(NC(=O)C2CCC(CNc3c(N4CCCC4)c(=O)c3=O)CC2)C1C (stereo not given)	-5.1%	·
Cc1coc2c1c(C)cc1oc(=O)c(CC(=O)NCCCCCC(=O)O)c(C)c12	?	·
Cc1ccc(N(CC(=O)NCc2cccnc2)S(C)(=O)=O)cc1C	?	·
Cc1cccc(NC(=O)c2cc(Cl)nc3ccccc23)n1	12.2%	13.9
COC(=O)CCn1nnc(-c2cccs2)n1	?	·
O=C(Nc1ccccc1)c1cccc(S(=O)(=O)NCc2ccco2)c1	-11.8%	-21.9
COc1ccc(C)cc1Nc1n[n+](-c2ccccc2)c(-c2ccc(OC)c(OC)c2OC)s1	?	·
Nn1c(SCC(=O)N2CCN(S(=O)(=O)c3ccccc3)CC2)nnc1-c1cccs1	?	·
Cn1c(COc2ccccc2Br)nc2ccccc21	?	·
O=C(Nc1cccc2ncccc12)c1ccc([N+](=O)[O-])o1	16.4µM*	26.1*
COc1ccc(C(=O)COC(=O)CCC(=O)Nc2ccc(C(C)=O)cc2)cc1	?	·
Cc1onc(-c2ccccc2Cl)c1C(=O)N1CC(C)CC(C)C1 (stereo not given)	i	-15.8
Cc1nn(C(=O)c2cccc([N+](=O)[O-])c2)c(C)c1Br	?	·
CCOc1ccc(CN(C)Cc2cc(=O)oc3cc(C)c(Cl)cc23)cc1	?	·
Cc1cccc(C)c1Nc1c(-c2ccc(N3CCOCC3)cc2)nc2ncccn12	-5.9%	-4.8
Cc1cc2cc(CCNC(=O)CC(C)C)c(=O)[nH]c2cc1C	?	·
Cc1oc(-c2cccc(Cl)c2)[n+]([O-])c1C	-18.7%	-14.9
CN1CCC(OC(=O)c2cccc(Cl)c2)CC1	?	·
Cc1ccc(C)c(OCc2cc(C(=O)N3CC[C@H](O)C3)no2)c1	?	·
O=C(CN1C(=O)c2ccccc2C1=O)Nc1cccnc1	0.5%	5.8
COc1ccc(S(=O)(=O)N2CCOC2CNC(=O)C(=O)NCCN2CCOCC2)cc1 (stereo not given)	?	·
Cc1cccn2c(CNC3CCCc4ccccc43)c(C(=O)N3CCOCC3)nc12 (stereo not given)	?	·
COc1ccc(NC(=O)c2cc3n(n2)C(C(F)(F)F)CC(c2ccc(OC)cc2)N3)cc1 (stereo not given)	?	·
COC(=O)c1c(NC(C)=O)sc(C)c1C	-5.3%	-7.4
CCOC(=O)C(CC)Sc1nc2c(cnn2-c2ccc(F)cc2)c(=O)[nH]1 (stereo not given)	5.8%	8.5
Cc1cc(C#N)c2ccccc2n1	i	11.6
CCOc1cc(N2CCOCC2)c(OCC)cc1NC(=O)CN1C(=O)C2CC=CCC2C1=O (stereo not given)	?	·
Cc1n[nH]c(C)c1CCC(=O)N/N=C/c1cccs1	1.6%	1.0
Cn1c(=O)c2c(nc(CN3CCC(C(N)=O)CC3)n2Cc2ccccc2F)n(C)c1=O	?	·
CC1CCCN(C/C(O)=C(\C#N)c2nc3ccccc3[nH]2)C1 (stereo not given)	i	·

The list goes on; it opens with the 5 that closed the last part.
SMILES	S3 lipid droplet	S3 lipid droplet cell count max
Cc1cc(C#N)c2ccccc2n1	i	11.6
CCOc1cc(N2CCOCC2)c(OCC)cc1NC(=O)CN1C(=O)C2CC=CCC2C1=O (stereo not given)	?	·
Cc1n[nH]c(C)c1CCC(=O)N/N=C/c1cccs1	1.6%	1.0
Cn1c(=O)c2c(nc(CN3CCC(C(N)=O)CC3)n2Cc2ccccc2F)n(C)c1=O	?	·
CC1CCCN(C/C(O)=C(\C#N)c2nc3ccccc3[nH]2)C1 (stereo not given)	i	·
Cc1nn(Cc2ccccc2Cl)c(C)c1NC(=O)c1cc(-c2ccc(F)cc2)on1	?	·
COC(=O)c1ccc(NC(=O)N2CCOCC2)cc1	?	·
COc1ccc(/C=N/NC(=O)c2cc(C3CC3)[nH]n2)cc1OC	-2.4%	-6.8
Cc1ccc(-n2ncc3c2CC(C)(C)CC3NC(=O)c2ccncc2)cc1 (stereo not given)	?	·
Cc1ccc(C(=O)CSc2ccccc2C(=O)O)cc1	i	-4.1
NC(=O)N/N=C/c1c(F)c(F)c(F)c(F)c1F	?	·
Oc1ccc(/C=N/NC(=S)N/N=C/c2ccc(O)cc2)cc1	?	·
CCCCNC(=O)c1cc(C)nc2ccccc12	?	·
O=C(Nc1cccc(O)c1)c1cccc(S(=O)(=O)N2CCCCCC2)c1	?	·
COC(=O)c1cccc(NC(=O)CSc2nnc(COc3cccc(C)c3)n2C)c1	?	·
CCCN1CCN(CC(=O)Nc2nnc(C)s2)CC1	-17.9%	1.9
O=C(O)CCNc1nc(-c2ccccc2)c2cc(Br)ccc2n1	-13.0%	12.9
COc1ccc(OC)c(CN2C(=O)CCC2(C)C(=O)NC2CCCCCC2)c1 (stereo not given)	?	·
Cc1cc(C(=O)CN2CCC(C)CC2)c(C)n1-c1ccccc1F	1.6%	-0.7
COc1ccc(C2=NN(c3nc(C)cc(C)n3)C(=O)C2)cc1	15.9%	1.1
COc1ccc(-c2cc(C(F)(F)F)nc(SCC(=O)N3CCOCC3)n2)cc1OC	i	-12.7
Cc1ncoc1C(=O)N1CCCC(C(=O)c2ccc(-c3ccccc3)c(F)c2)C1 (stereo not given)	?	·
Cc1nnc(Cl)c2nn(-c3ccccc3)c(C)c12	5.1%	0.6
NC(=O)C1(N2CCCCC2)CCN(C(=O)c2cccn3c(=O)c4cc(Cl)ccc4nc23)CC1	?	·
Cc1cccc(NC(=O)c2c(-c3ccccc3)noc2C)n1	?	·
Cc1c2cnn(CC(=O)N3CCOCC3)c(=O)c2c(C)n1Cc1ccccc1F	-0.1%	2.6
COc1cc(NS(=O)(=O)c2ccc(Br)cc2)c(OC)cc1NC(=O)c1ccco1	i	-0.6
Clc1cccc(-c2cc3nc4c(c(N5CCN(c6cnccn6)CC5)n3n2)CCCC4)c1	10.2%	5.6
CCCCCn1c(=N)c(S(=O)(=O)c2ccc(Cl)cc2)cc2c(=O)n3cccc(C)c3nc21	?	·
O=C(c1ccco1)N1CCN(CC(O)Cn2c3ccccc3c3ccccc32)CC1 (stereo not given)	?	·
COc1ccccc1-c1nnc(SCC(=O)c2ccc(C3CCCCC3)cc2)n1Cc1ccco1	?	·
COc1ccc(N(C)C(=O)c2cnc(N3CCN(c4ncccn4)CC3)c3ccccc23)cc1	0.7%	20.7
O=C(O)CSc1nnc(Cn2cnc3ccccc32)n1CCc1ccccc1	?	·
Cc1ccc(CNC(=O)Cn2ccc(NC(=O)OCc3ccccc3)nc2=O)o1	?	·
Cc1ccc(NC2CCCN(C(=O)c3ccc(F)cc3)C2)cc1C (stereo not given)	?	·
O=C(CN1CCN(Cc2ccccc2F)C1=O)NCc1ccco1	i	-5.3
O=C(c1ccco1)N1CCCN(C(=O)c2ccco2)CC1	-2.9%	-6.0
CCCCCOc1ccc(/C=C/c2c([N+](=O)[O-])c(=O)n(C)c(=O)n2C)cc1	?	·
O=C(Nc1ncc(Cc2cccc(Cl)c2)s1)C1CCCO1 (stereo not given)	0.8%	-0.9
CC(C)[C@H](NC(=O)c1ccc(C(C)(C)C)cc1)C(=O)Nc1nnc(C2CC2)s1	?	·
COc1cc(/C=N/NC(=O)CC23CC4CC(CC(C4)C2)C3)cc(Br)c1OCC(=O)N(C)C	?	·
CCN(CC(=O)Nc1c(F)cccc1F)C(=O)C1CC1C (stereo not given)	?	·
OC(Cn1cncn1)c1ccc(Cl)cc1 (stereo not given)	?	·
C#CCO[C@@H]1C[C@H](n2cnc3c(=O)[nH]c(NC(=O)C(C)C)nc32)O[C@@H]1CO	17.0%	6.1
COc1ccc(C(=O)NC2CCN(CC(=O)NCc3cccc(OC)c3)CC2)cc1	?	·
O=C(NC(NC(=S)Nc1ccc(Cl)cc1Cl)C(Cl)(Cl)Cl)c1cccc([N+](=O)[O-])c1 (stereo not given)	i	12.3
CCOc1ccc(CN(C)C(=O)NNC(=O)c2ccc(C)cc2)cc1OC	?	·
CCN(Cc1cnn(C)c1)C(=O)C1CCC(=O)N(CCc2ccc(OC)cc2)C1 (stereo not given)	?	·
CC(C)c1ccc(NC(=S)N2CCN(C)CC2)cc1	?	·
CCC(c1nnnn1Cc1ccccc1)N(Cc1ccco1)Cc1cc2cc(OC)ccc2[nH]c1=O (stereo not given)	?	·
C=CCNc1ncnc2c1[nH]c1ccc(Cl)cc12	?	·
Cc1ccc(CN2CCN(C(=O)CCN3C(=O)c4ccccc4C3=O)CC2)cc1	?	·
O=C(Nn1c(=O)[nH]c2ccsc2c1=O)c1ccccc1	-5.8%	-16.2
COc1cc(/C=N/NC(=O)c2ccncc2)ccc1OCC(=O)Nc1ccc(C)c(C)c1	?	·
Cc1cc(C)c(NC(=O)c2sc3nc4c(cc3c2N)C(=O)CC(C)(C)C4)c(C)c1	12.6%	·
CCN1C(=NCCCOC(C)C)N[C@@H](CCc2ccccc2)[C@H](C(=O)NCCCOC(C)C)[C@H]1C	?	·
Fc1ccc(COc2cccc3cccnc23)cc1	?	·
NNC(=O)c1cc2c(N3CCC(Cc4ccccc4)CC3)ncnc2s1	?	·
COCCN1C(=O)C(CC(=O)Nc2ccc(C(=O)O)cc2)SC1=Nc1ccccc1 (stereo not given)	8.1%	-1.0
Cc1ccc(-c2nn(-c3ccccc3)cc2C(=O)N2CCN(C3CCS(=O)(=O)C3)CC2)cc1 (stereo not given)	?	·
Cc1c(Cl)c([N+](=O)[O-])nn1CC(=O)NC12CC3CC(CC(C3)C1)C2	i	-25.4
O=C(C/C=N/OCc1ccc(F)cc1Cl)c1cnc(-c2ccccc2)s1	16.4%	4.4
COc1ccc(CN2C(=NC(=O)C3CCCCC3)SC3CS(=O)(=O)CC32)cc1 (stereo not given)	?	·
CC(C)NC(=O)Cn1cc(C(=O)C(=O)N2CCOCC2)c2ccccc21	11.3%	-8.0
Cc1ccnn2cc3c(=O)n(C)c(=O)n(C)c3c12	?	·

Next section:
SMILES	S3 lipid droplet	S3 lipid droplet cell count max
COCCN1C=C(C(=O)OC)C(c2cc(Br)c(OC)c(OC)c2)C(C(=O)OC)=C1	i	15.8
O=C(COC(=O)c1ccco1)Nc1cccc(Br)c1	?	·
Cc1nc(NC(C)C(=O)O)c2nc(C)oc2n1 (stereo not given)	11.3%	-18.4
CC1CCCCC1NC(=O)COCc1cc(-c2cccs2)on1 (stereo not given)	?	·
CCn1c(=O)c([N+](=O)[O-])c(NCC(O)c2ccccc2)c2ccccc21 (stereo not given)	?	·
COc1ccccc1NC(=O)c1c(N=Cc2c(O)ccc3ccccc23)cnn1C	4.4%	5.0
CCN(CC)CCn1c2c(c(SCC(=O)Nc3ccc(C)c(F)c3)nc1=O)CCC2	?	·
CCCCCCCNC(=O)C1(CC2CC(c3cccc(Br)c3)=NO2)CCN(C(=O)CCCCCBr)CC1 (stereo not given)	?	·
CCN(CC(=O)Nc1ccc2c(c1)OCCO2)C(=O)/C=C/c1ccc([N+](=O)[O-])cc1	-17.2%	16.4
O=C(Nc1ccc(SC(F)F)cc1)c1ccc2c(=O)n3c(nc2c1)CCC3	11.5%	-19.4
COC(=O)c1ccccc1S(=O)(=O)N1CCC(C(=O)OCc2cccc(OC)c2OC)CC1	?	·
CCCc1cc(-c2n[nH]c(=S)n2CC)cs1	2.7%	-1.7
COc1ccc(C(=O)COC(=O)c2ccc3c(c2)OCO3)c(OC)c1	1.7%	-22.3
O=C(CN1C(=O)S/C(=C/c2ccccn2)C1=O)N1CCOCC1	i	1.2
Cc1cc(Cl)ccc1OCC(=O)NN1C(=O)C2C3C=CC(C3)C2C1=O (stereo not given)	?	·
CC(C)Cn1c(N)c(C(=O)CSc2nncs2)c(=O)n(C)c1=O	1.2%	-9.2
CCN1CCN(c2ccc(S(=O)(=O)N3CCCCC3)cc2NC(=O)c2sccc2C)CC1	?	·
Cc1ccc(C(NC(=O)N2CCOCC2)C(Cl)(Cl)Cl)cc1F (stereo not given)	-3.1%	-15.4
COCCCNCCOc1ccc(C(C)(C)c2ccccc2)cc1	-11.7%	-26.4
O=C(O)c1cccc(N/N=C(\N=Nc2ccccc2)c2ccccc2)c1	?	·
CC(NC(=O)c1ccccc1)C(=O)OCC(=O)N1c2ccccc2Sc2ccccc21 (stereo not given)	?	·
CCOc1cc(CNS(=O)(=O)c2cn(C)cn2)cc(OCC)c1OCC	?	·
CCOC(=O)Cc1csc(NS(=O)(=O)c2ccccc2)n1	-4.1%	11.6
CC(=O)Nc1ccc(NS(=O)(=O)c2cc(-c3n[nH]c(=O)c4ccccc34)ccc2C)cc1	?	·

Screening data deposited in PubChem by National Center for Advancing Translational Sciences (NCATS).
